BAZ2B block – qHTS Assay for Inhibitors of BAZ2B; Bromodomain adjacent to zinc finger domain protein 2B (Homo sapiens), Q9UIF8; AlphaScreen BAZ2B-H3K14Ac peptide displacement; Potency, µM (titrated, usually from 114 µM), without a hit: at the highest dose activity change, negative = inhibition, most hits filed as inhibitors; hit rate 4.4% among 360,000; note: % is set by controls: 0 for no effect and ±100 for the full control effect; nearly all actives have a fitted effect of over 60% in size
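BAZ2B 50 nM plus b-H3(5-23)K14Ac 50 nM, PBS pH 7.4/0.01% Tween-20, 30 min RT; compound added (max 110 uM), 30 min RT; streptavidin donor/Ni-chelate acceptor beads 10 ug/mL final, 20 min dark; AlphaScreen read.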
POLI inh – qHTS for Inhibitors of Polymerase Iota. Pol iota fluorescent replication assay, 10 min. hit rate 1% among 390,000. DNA polymerase iota (Homo sapiens), Q9UNA4. Potency, µM (series often up to 115 µM), for the others: at the top dose activity, negative = inhibition, most hits filed as inhibitors
Target sequence (Q9UNA4 whole entry, looked up): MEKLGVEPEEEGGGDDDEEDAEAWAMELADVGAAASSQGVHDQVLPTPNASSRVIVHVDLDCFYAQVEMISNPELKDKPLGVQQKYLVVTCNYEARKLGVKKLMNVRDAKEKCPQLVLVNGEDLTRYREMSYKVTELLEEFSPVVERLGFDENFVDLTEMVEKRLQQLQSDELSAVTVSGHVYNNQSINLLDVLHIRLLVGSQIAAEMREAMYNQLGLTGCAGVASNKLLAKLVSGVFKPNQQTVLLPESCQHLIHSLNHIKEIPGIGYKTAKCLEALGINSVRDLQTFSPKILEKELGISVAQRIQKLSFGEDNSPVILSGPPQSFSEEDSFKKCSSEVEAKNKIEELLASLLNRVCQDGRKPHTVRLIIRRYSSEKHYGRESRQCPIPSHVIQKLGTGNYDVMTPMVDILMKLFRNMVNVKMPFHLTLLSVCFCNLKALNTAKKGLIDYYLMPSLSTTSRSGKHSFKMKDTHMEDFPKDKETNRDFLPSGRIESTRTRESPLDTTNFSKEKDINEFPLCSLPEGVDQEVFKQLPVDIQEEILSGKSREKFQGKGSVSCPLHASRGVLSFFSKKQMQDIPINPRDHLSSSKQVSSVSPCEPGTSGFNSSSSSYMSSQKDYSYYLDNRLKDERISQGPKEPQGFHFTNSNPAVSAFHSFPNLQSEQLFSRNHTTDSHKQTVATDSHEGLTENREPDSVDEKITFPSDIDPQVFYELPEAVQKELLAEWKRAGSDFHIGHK
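Fluorescent replication assay read twice, at 0 min and 10 min after adding 50 nM (final) substrate. Enzyme (10 nM) and compounds were first incubated 15 min at room temperature; enzyme-free buffer wells were negative controls.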
G9a inh – qHTS Assay for Inhibitors of Histone Lysine Methyltransferase G9a; Histone-lysine N-methyltransferase EHMT2 (Homo sapiens), Q96KQ7; G9a H3K9 monomethylation, AlphaScreen, 2 h; Potency, µM (top dose mostly 102 µM), for the others: at the highest dose activity, negative = inhibition, hits mostly inhibitors; hit rate 8.8% among 350,000; AID 504332, 2011; note: % is set by controls: 0 for no effect and ±100 for the full control effect; nearly all actives have a fitted effect of over 75% in size
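Compounds were preincubated with 20 nM G9a for 15 min, after which biotinylated H3K9 peptide (500 nM) and SAM (20 uM) started a 2 h room-temperature reaction. Monomethylated product was quantified by antibody-based AlphaScreen chemiluminescence.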
HP1b chromo inh – HTS for Inhibitors of HP1-beta Chromodomain Interactions with Methylated Histone Tails. Chromobox protein homolog 1 (Homo sapiens), P83916. AlphaScreen HP1-beta / biotin-H3K9me3 peptide binding. Potency, µM (top dose mostly 114 µM), for the others: top-dose activity change, negative = inhibition, most hits filed as inhibitors. hit rate 0.56% among 390,000. AID 540317, 2011; note: nearly all actives have a fitted effect of over 70% in size; inactives centre near 23
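Compound inhibition of the preformed complex between 50 nM HP1-beta and 50 nM biotinylated H3K9me3 peptide was read by AlphaScreen. Buffer was PBS pH 7.4 with 0.01% Tween-20. Incubations ran 30 min at room temperature, with 10 ug/mL donor/acceptor beads.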
JMJD2A Tudor – qHTS Assay for Inhibitors of JMJD2A-Tudor Domain | AID 504339, 2011 | hit rate 4.4% among 390,000 | AlphaScreen JMJD2A-Tudor / H3K4me3 peptide binding | Potency, µM (highest dose often 114 µM), for inactives: top-dose activity change, negative = inhibition, hits mostly inhibitors; note: % is set by controls: 0 for no effect and ±100 for the full control effect; nearly all actives have a fitted effect of over 50% in size
BLM helicase inh – qHTS Assay for Inhibitors of Bloom's syndrome helicase (BLM); RecQ-like DNA helicase BLM (Homo sapiens), P54132; recombinant BLM DNA unwinding, fluorescence dequenching; Potency, µM (doses to about 56.1 µM), for the others: at the top dose activity change, negative = inhibition, usual class: inhibitors; hit rate 0.2% among 350,000; AID 2528, 2010;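 note: plate controls were vehicle for no effect and no enzyme for full effect; nearly all actives have a fitted effect of over 35% in size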
GLS inh – qHTS for Inhibitors of Glutaminase (GLS). GLS enzymatic activity, qHTS titration. Potency, µM (doses to about 45.5 µM), inactives show at the highest dose activity change, negative = inhibition, most hits filed as inhibitors. hit rate 0.21% among 410,000. AID 624170, 2012; note: % is set by controls: 0 for no effect and ±100 for the full control effect
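hKGA in 45 mM KH2PO4 pH 8.2, 0.02% Tween-20 with pin-transferred compounds; 1 mM L-glutamine (stock) plus glutamate oxidase/HRP/Amplex Red coupling added. Fluorescence read initially and after 30 min at RT.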
Pin1 inh – qHTS Assay to Find Inhibitors of Pin1. Pin1 FP peptide displacement, HiFluor488, 10 min. Potency, µM (top dose mostly 115 µM), for inactives: top-dose activity, negative = inhibition, most hits filed as inhibitors. hit rate 0.009% among 390,000; active = well fitted inhibition curve with a large enough effect in the polarisation, with a control signal flat, not every such curve was filed as active; inconclusive = small, poorly fitted or top-dose-only effect, or effect the other way, or a change in a side signal; inactive = no such curve, though single readings can be large or run the other way; the % refers to the polarisation; note: % is set by controls: 0 for no effect and ±100 for the full control effect
Target sequence (Q13526 whole entry, looked up): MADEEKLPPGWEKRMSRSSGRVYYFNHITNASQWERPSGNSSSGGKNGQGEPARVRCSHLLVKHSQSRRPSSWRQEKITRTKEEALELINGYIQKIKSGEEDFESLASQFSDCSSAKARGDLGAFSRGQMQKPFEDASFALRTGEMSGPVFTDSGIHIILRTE
Tb PGK inh – qHTS Assay to Find Inhibitors of Phosphoglycerate Kinase. AID 602233, 2012. PGK/GAPDH coupled, Kinase-Glo luminescence, 60 min. hit rate 0.043% among 380,000. Phosphoglycerate kinase, glycosomal (Trypanosoma brucei brucei), P07378. Potency, µM (top dose mostly 57.5 µM), for inactives: top-dose activity change, negative = inhibition, actives largely listed as inhibitors; note: % is set by controls: 0 for no effect and ±100 for the full control effect; nearly all actives have a fitted effect of over 60% in size
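Luminescent ATP detection (Kinase-Glo Plus) follows a 60-minute room-temperature incubation, with wells lacking PGK as controls. Buffer: 100 mM TEA (pH 7.6), 5 mM MgCl2, 0.01% Tween-20. Coupling enzyme GAPDH (100 nM final) supplies unstable 1,3-BPG in-well.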
* = called active by the depositor; i = inactive; u = inconclusive; x = not tested or not shown; [ ] = dose if it differs, or a comment. Unless noted, calls come from the whole dose curve; as a rule, active = well fitted curve in the direction sought with a large enough effect; inconclusive = small, poorly fitted or top-dose-only effect, or another doubt; inactive = no such curve, though single readings can be large; an effect the other way counts as inactive or inconclusive. Potency is the fitted concentration of half-maximal effect. These rows are one share of the data, so the mix of outcomes need not match the whole.

SMILES	BAZ2B block	POLI inh	G9a inh	HP1b chromo inh	JMJD2A Tudor	BLM helicase inh	GLS inh	Pin1 inh	Tb PGK inh
O=C(CNc1ccccc1OC(F)F)N1CCc2ccccc21	-6%	74%[activator]	-5%	38%	-18%	-7%	1%	-7%	0%
O=C(Nn1c(Cc2cccs2)nc2ccccc2c1=O)c1cccs1	-6%	10%	50µM*	22%	-16%	0%	5%	1%	19%
CC(C)(C)S(=O)(=O)/C(C#N)=N/Nc1ccc(Cl)cc1	u	-13%	35µM*	3%	u	-3%	52%[activator]	1%	8%
COc1ccc(CCNC(=O)CSCc2nc(-c3cccc(C)c3)oc2C)cc1OC	-26%	39%[activator]	u	7%	-25%	1%	-6%	-1%	i
CCOC(=O)C1=C(CSc2nnnn2C)N(C)C(=O)NC1c1ccccc1 (configuration not stated)	11%	24%	11%[12.7 µM]	33%	5%	2%	2%	1%	-7%
CCOC(=O)c1cc(-c2ccccc2)n(-c2cccc(C(=O)Nc3cccc(C)c3)c2)c1C	-27%	-2%	u	22%	u	-10%	9%	10%	-1%
COc1ccc(S(=O)(=O)NC(C)C(=O)NCc2ccccn2)cc1OC (configuration not stated)	-14%	58%[activator]	-10%	78%[activator]	5%	2%	-11%	-6%	-6%
CCOC(=O)Cc1n[nH]c(=O)c2ccccc12	10%	33%[activator]	0%	-18%	-15%	-3%	1%	3%	-1%
CCc1nc(C)cn1S(=O)(=O)c1cc(C)c(OC)cc1C	-3%	-18%	50µM*	39%[activator]	-3%	-1%	5%	4%	-5%
O=C(NC1CCCc2ccccc21)C1CCN(C(=O)c2sccc2-n2cccc2)CC1 (configuration not stated)	u	-25%	-8%[59 µM]	-11%	-34%	-1%	0%	-7%	i
CC(=O)NC(=S)Nc1ccccc1C(=O)NC1CCCCC1	-1%	4%	7%[59 µM]	24%	-8%	-2%	-5%	-5%	i
O=c1c2ccccc2nc(/C=C/c2ccc3c(c2)OCO3)n1CCCO	-37%	53%[activator]	22%[12.7 µM]	35%[activator]	-10%	-2%	8%	-1%	-8%
NNC(=O)c1csc(Cc2c(Cl)sc3ccc(Cl)cc23)n1	9%	3%	15%	20%	-28%	-3%	-5%	-4%	-6%
COC(=O)c1c(NC(=S)NN2CCN(C)CC2)sc2c1CCC(C)C2 (configuration not stated)	u	67%[activator]	45µM*	u	u	-7%	-1%	4%	i
Cc1ccc(NC2c3ncccc3C(=O)N2C2CCCCC2)cc1C (configuration not stated)	-8%	10%	u	9%	u	-4%	-1%	2%	-5%
Cc1cccc(N2CCN(C(=O)c3ccc4[nH]c(C)c(C)c4c3)CC2)c1C	x	59%[activator]	x	-38%	u	x	-18%	7%	-3%
CCOC(=O)CN1C(=O)C(Sc2n[nH]c(-c3ccc(C)cc3)n2)CCc2ccccc21 (configuration not stated)	-4%[57.1 µM]	11%	-8%	12%	u	-11%	-7%	u	-7%
CCOC(=O)N1CCC(NC(=O)c2c(C)nn(-c3cccc(C)c3)c2-n2cccc2)CC1	-1%	6%	-1%[59 µM]	27%	-2%	-2%	2%	3%	-5%
CCc1c(C)sc(NC(=O)OC)c1C(=O)N1CCCCC1	-3%	u	u	-9%	-17%	-2%	9%	u	-7%
COc1ccc(OCCc2nnc(N)s2)cc1	-5%	43%[activator]	16%	26%	-9%	-1%	-5%	-8%	-1%
O=C(CCCCCn1c(=O)c2sccc2n(Cc2ccccc2Cl)c1=O)NCc1ccc2c(c1)OCO2	0%	21%	2%[59 µM]	49%[activator]	7%	-5%	-8%	4%	-6%
CC(C)CN(CCNC(=O)CC1Oc2ccccc2NC1=O)CC(C)C (configuration not stated)	-4%	u	u	40%[activator]	-22%	-1%	15%	-5%	i
O=C(COC(=O)CNC(=O)C1CCCCC1)Nc1ccccc1OC(F)F	x	18%	x	9%	-6%	x	3%	2%	i
CCCCn1c(N)c(N(CC(C)C)C(=O)CSc2ccccc2C)c(=O)[nH]c1=O	0%	19%	-10%	16%	-20%	x	7%	6%	11%
CC(OC(=O)CCCCCN=C1NS(=O)(=O)c2ccccc21)C(=O)Nc1cc(Cl)cc(Cl)c1 (configuration not stated)	7%	28%	-1%[59 µM]	14%	-29%	-4%	7%	13%	-2%
O=C(NCCN1CCOCC1)c1ccc(/C=C2\Sc3ccccc3N(Cc3ccc(F)cc3)C2=O)cc1	-38%	2%	28µM*	17%	-33%	-9%	-3%	17%	-2%
CCN(c1ccccc1)S(=O)(=O)c1ccc2[nH]c(=O)[nH]c2c1	-26%	102%[activator]	u	-9%	56µM*	-5%	8%	9%	-9%
COCCCn1c(SCC(=O)Nc2oc(C)c3c(C)n[nH]c(=O)c23)nc2sc3c(c2c1=O)CCC3	-4%	55%[activator]	6.3µM*	2%	-20%	x	-2%	8%	-2%
CCCCN(CC)C(=O)Cn1cc2c(n1)-c1c(oc(C(=O)N3CCCC3)c1C)CC2	u	20%	u	-2%	-26%	-3%	-4%	1%	-3%
O=C(COC(=O)c1cc(-c2cccs2)nn1-c1ccccc1)Nc1ccc(Cl)c([N+](=O)[O-])c1	1%	4%	40µM*	11%	-18%	-1%	10%	0%	27%

Ordered by value in JMJD2A Tudor (largest number first): 3 of the compounds above
SMILES	BAZ2B block	POLI inh	G9a inh	HP1b chromo inh	JMJD2A Tudor	BLM helicase inh	GLS inh	Pin1 inh	Tb PGK inh
COc1ccc(S(=O)(=O)NC(C)C(=O)NCc2ccccn2)cc1OC (configuration not stated)	-14%	58%[activator]	-10%	78%[activator]	5%	2%	-11%	-6%	-6%
COc1ccc(OCCc2nnc(N)s2)cc1	-5%	43%[activator]	16%	26%	-9%	-1%	-5%	-8%	-1%
CCc1c(C)sc(NC(=O)OC)c1C(=O)N1CCCCC1	-3%	u	u	-9%	-17%	-2%	9%	u	-7%

The list goes on:
SMILES	BAZ2B block	POLI inh	G9a inh	HP1b chromo inh	JMJD2A Tudor	BLM helicase inh	GLS inh	Pin1 inh	Tb PGK inh
CC(C)(C)OCC(NC(=O)C(CC(N)=O)NC(=O)OC(C)(C)C)C(=O)OC(C)(C)C (configuration not stated)	-3%	-4%	17%	-7%	-7%	1%	-16%	2%	3%
COc1cc(/C=N/Nc2nc(C)cc(C)n2)cc(OC)c1OC	u	6%	x	28%	-17%	2%	9%	-4%	0%
C=CCn1c(SCC(=O)Nc2ccc(-c3nc4ccc(C)cc4s3)cc2)nnc1-c1ccccc1	-6%	56µM*	-8%[59 µM]	18%	-28%	-14%	-8%	99%[activator]	-18%
CCOC(=O)N1CCC(NC(=O)c2cnn(-c3ccc(C)cc3C)c2C2CCN(C(=O)OC(C)(C)C)CC2)CC1	46%[activator][57.1 µM]	37%[activator]	-6%[59 µM]	70%[activator]	-11%	-3%	4%	3%	-15%
CC(C)(C)OC(=O)N1CCC(c2c(C(=O)NC3CC3)cnn2-c2ccccc2)CC1	-2%	5%	x	59%[activator]	-14%	1%	1%	-7%	1%
O=C(COC(=O)c1ccc(NS(=O)(=O)c2cccs2)cc1)NCC1CCCO1 (configuration not stated)	1%	24%	2%	32%	-10%	-6%	0%	-11%	-5%
O=C(O)CCC(=O)N1CCc2cc(S(=O)(=O)N3CCN(c4ccc(F)cc4)CC3)ccc21	-4%	u	u	51%[activator]	-5%	3%	0%	1%	-6%
CCOC(=O)C(Cc1ccccc1)NC(=O)CCC(=O)c1ccc(OC)cc1 (configuration not stated)	2%	-18%	2%	23%	-1%	-1%	5%	4%	x
CCCCC1CC1C(=O)Nc1ncc2c(n1)CC(C)(C)CC2=O (configuration not stated)	-33%	35%[activator]	-27%[59 µM]	18%	-8%	-2%	-2%	-2%	-9%
CCOc1ccc(CNC(=O)CCCn2c(=O)c3cccn3c3cccnc32)cc1	-22%	19%	8%[59 µM]	22%	-3%	1%	0%	18%	i
O=C(Nc1cc(S(=O)(=O)N2CCOCC2)ccc1N1CCCCC1)c1ccccc1	-1%	-12%	-14%[59 µM]	22%	-21%	x	23%	-3%	7%
O=C(CSc1nc2ccccc2c(=O)[nH]1)Nc1ccc(N2CCOCC2)c(Cl)c1	1%	95%[activator]	16%	4%	-12%	-2%	30%[activator]	2%	-6%
CN(CC1COc2ccccc2O1)C(=O)Cn1cc(C(F)(F)F)ccc1=O (configuration not stated)	x	-11%	x	30%	5%	x	-3%	4%	-8%
COc1ccc(/C=C2\SC(=O)N(CC(=O)NCCCn3ccnc3)C2=O)cc1	u	-12%	x	30%	-34%	5%	6%	1%	-2%
CC(=O)NCCc1nc2cc(NC(=O)c3ccc([N+](=O)[O-])cc3)ccc2n1C	-3%	14%	5%	21%	-4%	-3%	8%	4%	2%
O=C(O)c1ccc2c(c1)C(=O)N([C@]1(C(=O)O)C[C@H]1c1ccccc1)C2=O	1%	x	3%[12.7 µM]	x	-21%	3%	x	-17%	x
CN(Cc1ccc(F)cc1)C(=O)c1cc(S(=O)(=O)N2CCCCC2)ccc1N1CCOCC1	-1%	8%	-27%	20%	1%	x	0%	-7%	-1%
CCN(c1ccccc1)S(=O)(=O)c1cc(NC(=O)Nc2ccccc2C#N)ccc1Cl	-2%	-17%	2%	26%	-1%	0%	6%	-2%	2%
